TRHR enhancer = allosteric enhancers of human TRH receptor. P34981. TRHR cells, fluo-8 calcium fluorescence, EC20 TRH enhancement. enhancement, % at 2 µM. hit rate 0.66% among 360,000. AID 493056; in the data active means enhancement above about 30%; further: 0% is about no effect
Target sequence (P34981 whole entry, looked up): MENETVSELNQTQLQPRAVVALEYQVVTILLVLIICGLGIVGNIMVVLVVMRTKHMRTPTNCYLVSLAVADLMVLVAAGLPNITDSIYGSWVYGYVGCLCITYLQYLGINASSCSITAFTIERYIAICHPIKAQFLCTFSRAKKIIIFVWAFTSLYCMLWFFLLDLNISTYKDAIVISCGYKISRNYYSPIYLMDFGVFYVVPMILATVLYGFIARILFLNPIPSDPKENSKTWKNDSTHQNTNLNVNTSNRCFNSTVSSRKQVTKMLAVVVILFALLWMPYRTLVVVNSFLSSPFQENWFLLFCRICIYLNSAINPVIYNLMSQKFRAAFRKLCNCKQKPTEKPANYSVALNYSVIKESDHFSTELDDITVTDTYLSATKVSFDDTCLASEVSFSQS
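Enhancer read-out: after compound pinning and an initial kinetic agonist-mode read, an EC20 of TRH (10 nM final) was injected and fluo-8 calcium signal (Ex 480/Em 530) followed at 1 s/cycle for 100 cycles in TRHR-expressing cells.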
D2 agonist = D2 dopamine receptor (human) agonism; activation, % at 2 µM; P14416; HEK293 T-REx D2 cells, calcium flux agonist mode; hit rate 0.53% among 340,000; AID 485358;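 active means activation over 3 SD above normal in the single-dose calcium agonist read, cut at about 30% in these data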; further: 0% is about no effect
Target sequence (P14416 whole entry, looked up): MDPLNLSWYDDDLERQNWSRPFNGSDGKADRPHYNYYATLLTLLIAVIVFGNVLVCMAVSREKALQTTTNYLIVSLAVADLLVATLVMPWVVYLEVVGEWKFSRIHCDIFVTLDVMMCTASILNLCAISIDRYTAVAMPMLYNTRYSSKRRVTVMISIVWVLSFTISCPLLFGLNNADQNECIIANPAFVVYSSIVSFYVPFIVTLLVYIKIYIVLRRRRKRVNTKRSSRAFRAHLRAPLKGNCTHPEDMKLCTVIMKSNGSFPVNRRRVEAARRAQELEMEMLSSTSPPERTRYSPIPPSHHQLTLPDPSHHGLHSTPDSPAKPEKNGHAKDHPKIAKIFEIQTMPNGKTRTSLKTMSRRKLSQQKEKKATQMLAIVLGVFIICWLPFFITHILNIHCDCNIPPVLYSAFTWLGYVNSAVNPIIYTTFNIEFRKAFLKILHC
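Agonism is scored from calcium flux in a force-coupled, inducible HEK293 cell line expressing D2, read kinetically for 180 s after compound addition against dopamine controls.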
D2 PAM = positively modulates the human D2 dopamine receptor allosterically; hit rate 0.34% among 340,000; potentiation, % at 10 µM; HEK293 T-REx D2, calcium flux, EC20 dopamine potentiation;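 active means potentiation over 3 SD above the plate norm, cut at about 30% in these data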; further: 0% is about no effect
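Primary screen. Calcium kinetics in induced HEK293 T-REx D2 cells: compound pre-addition 180 s, EC20 dopamine, 180 s more.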
D1 agonist = human D1 receptor agonism; hit rate 1% among 360,000; activation, % at 2 µM; P21728; HEK293 T-REx D1 cells, calcium flux, agonist mode; in the data active means activation above about 30%; further: 0% is about no effect
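Agonism was scored from calcium flux recorded over 180 s (1 read/s) after pintool compound addition, following a 10-cycle baseline. Cells were inducible force-coupled HEK293 TREx D1, plated overnight at 30 C and loaded with no-wash calcium dye.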
D1 antag = antagonists of human D1 dopamine receptor; P21728; HEK293 TREx D1 cells, calcium flux, dopamine EC80; hits give low values; activity change, negative = inhibition, % at 10 µM; hit rate 3.2% among 360,000; in the data active means activity change below about -30%; further: on the % scale 0 is the no-effect control and ±100 the full control effect
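Calcium flux readout: force-coupled, inducible Hek293 Trex D1 line, cells induced overnight at 30 C with tetracycline, dye-loaded 30–90 min at RT. Antagonism scored against EC80 dopamine challenge given 180 s after compound.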
D1 potentiator = human D1 dopamine receptor positive modulation. P21728. HEK293 TREx D1 cells, calcium flux, dopamine EC20 potentiation. potentiation, % at 10 µM. hit rate 0.036% among 360,000. AID 504651; in the data active means potentiation above about 30%; further: 0% is about no effect
RXFP1 antag = blocks the human relaxin receptor RXFP1; Q9HBX9; HEK293-RXFP1, relaxin-stimulated cAMP HTRF, 30 min; hits give low values; activity change, negative = inhibition, % at 57.5 µM; hit rate 0.59% among 350,000; AID 1259400;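 active means activity change of -60% or lower, but not beyond a set lower limit; inconclusive means change between -60% and -40%, or beyond the set limit; inactive means change above -40%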; further: on the % scale 0 is the no-effect control and ±100 the full control effect
RXFP1 ag = agonists of human relaxin receptor RXFP1. Q9HBX9. HEK293T-RXFP1 cAMP TR-FRET, 30 min; response scale: percent of porcine relaxin response, buffer zero. Potency, µM (doses to about 57.5 µM), without a hit: at the highest dose activation, usual class: activators. hit rate 0.3% among 370,000. AID 2676; active means well fitted activation curve with a large enough effect; inconclusive means small, poorly fitted or top-dose-only effect; further: potency means the concentration at half of the fitted maximal effect; on the % scale 0 is the no-effect control and ±100 the full control effect; nearly all actives have a fitted effect of over 60% in size; many of its hits are not listed in these tables
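HEK293 cells stably expressing RXFP1, treated 30 min at 37C with compounds plus PDE4 inhibitor Ro 20174; cAMP measured by HTRF TR-FRET. Normalized to buffer and 29 nM porcine relaxin; EC50 by Hill fit.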
D2 antag = D2 dopamine receptor (human) antagonism | P14416 | HEK293 TREx D2 cells, calcium flux, dopamine EC80 | inhibition, % at 10 µM | hit rate 2% among 340,000 | AID 485344; in the data active means inhibition above about 30%; further: 0% is about no effect
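Calcium mobilization kinetics were recorded at 1 s intervals in tetracycline-induced HEK293 T-REx D2 cells, first for 180 s after compound addition and then 180 s after EC80 dopamine.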
* hit, by the source's call; ? = inconclusive; nt = not tested or not shown; & = joins results of further samples. Some of the compounds tested; the hit share may differ from the screen's.

item	SMILES	TRHR enhancer	D2 agonist	D2 PAM	D1 agonist	D1 antag
1	O=C(N/N=C\c1cccnc1)c1ccc(Cl)cc1Cl	-3	0.2	-1	3	-20
2	N#Cc1cc2sc3nc4ccccc4n3c2cc1C#N	-3	0.0	1	1	6
3	Cc1ccc(NC(=O)CC2S/C(=N/N=C/C=C/c3ccccc3)NC2=O)cc1Cl (configuration not stated)	4	0.5	7	5	-4
4	COc1ccc(N2CSC3=C(C#N)C(c4ccc(OC)c(OC)c4)CC(=O)N3C2)c(OC)c1 (configuration not stated)	-5	-1.4	12	4	-17
5	NC(=O)Cn1ccc(O)c(Cc2ccc(Cl)cc2Cl)c1=O	-3	0.6	8	5	-11
6	COc1ccccc1NC(=O)C1=C(C)Nc2nnnn2C1c1ccc(C(F)(F)F)cc1 (configuration not stated)	-14	-1.5	0	1	-6
7	Cc1nc(-c2ccc(F)cc2)sc1CCNC(=O)c1ccccc1C(F)(F)F	-4	0.2	9	5	-16
8	COc1cccc(C(=O)N2CCN(C3CCN(Cc4ccccc4)CC3)CC2)c1	1	-0.3	13	0	-1
9	CC1=C(C(=O)N2CCOCC2)C(c2ccc(O)cc2)NC(=S)N1 (configuration not stated)	3	0.0	5	1	11
10	Cc1ccccc1-c1nnc(CS(=O)(=O)c2ccccc2)o1	0	-2.3	21	2	15
11	COc1ccc(-n2nnnc2SCC(=O)N2CCCc3ccccc32)cc1OC	-1	-0.6	-4	5	-1
12	O=C1c2ccccc2C(O)N1CCN1CCOCC1 (configuration not stated)	-3	0.1	-12	1	3

item	D1 potentiator	RXFP1 antag	RXFP1 ag	D2 antag
1	1	-5	-0.8%	-15
2	1	nt	15%	-5
3	-2	-1	1.2%	10
4	0	1	1.5%	-9
5	-2	14	2.2%	0
6	-3	nt	-3.2%	nt
7	-4	-8	1.5%	nt
8	-3	nt	-0.4%	13
9	-3	3	0.0%	-9
10	-4	3	0.1%	-1
11	-1	3	2.6%	-18
12	1	-6	0.4%	13

Gathered by group: the entries above with a CF3 group.
item	SMILES	TRHR enhancer	D2 agonist	D2 PAM	D1 agonist	D1 antag
6	COc1ccccc1NC(=O)C1=C(C)Nc2nnnn2C1c1ccc(C(F)(F)F)cc1 (configuration not stated)	-14	-1.5	0	1	-6
7	Cc1nc(-c2ccc(F)cc2)sc1CCNC(=O)c1ccccc1C(F)(F)F	-4	0.2	9	5	-16

item	D1 potentiator	RXFP1 antag	RXFP1 ag	D2 antag
6	-3	nt	-3.2%	nt
7	-4	-8	1.5%	nt

New compounds follow.
item	SMILES	TRHR enhancer	D2 agonist	D2 PAM	D1 agonist	D1 antag
13	O=C(CCNS(=O)(=O)c1ccc(Br)cc1)NC1CCC(O)CC1 (configuration not stated)	4	nt	nt	2	-31*
14	Cc1nc2c(ccc3nc(NC(=O)C4CC4)sc32)s1	13	-1.5	19	0	19
15	NS(=O)(=O)c1ccc(NC(=S)Nc2ccn(Cc3cccc4ccccc34)n2)cc1	-22	-0.5	-19	1	-53*
16	CC(=O)c1ccc(S(=O)(=O)N2CCc3ccccc3C2)cc1	-9	-0.5	-1	-1	-22
17	Cc1nc2cc(NC(=O)CCS(=O)(=O)c3ccccc3)ccc2s1	3	0.7	6	5	-10
18	O=C(CNC(=O)C1CCCCC1)OC(C(=O)Nc1cc(C(F)(F)F)ccc1Cl)c1ccccc1 (configuration not stated)	-1	nt	nt	2	21
19	Cc1cc(C)cc(OCC(=O)NC2CCCc3ccccc32)c1 (configuration not stated)	11	nt	nt	12	2
20	COc1ccc(-c2nc(SC(C)C(=O)NC3CC3)n[nH]2)cc1 (configuration not stated)	4	0.5	5	0	3
21	CNC(=O)c1cccc(NC(=O)C(C)c2ccc3cc(OC)ccc3c2)c1 (configuration not stated)	6	0.1	-14	3	9
22	O=S1(=O)C=C(SCc2ccc(Cl)c(Cl)c2)Nc2ccccc21	3	0.8	-14	11	-7
23	COc1ccc(CCNC(=O)COC(=O)c2cc(OC)c(OC)cc2OC)cc1OC	2	2.8	-4	2	5
24	O=C(c1ccc(Cl)c(S(=O)(=O)N2CCOCC2)c1)N1CCCCC1	7	-0.2	9	2	20

item	D1 potentiator	RXFP1 antag	RXFP1 ag	D2 antag
13	-4	5	-0.1%	nt
14	-1	-4	1.7%	1
15	2	-11	0.3%	42*
16	-2	5	-0.1%	-2
17	3	-9	-5.2%	-9
18	9	nt	nt	nt
19	6	-30	-0.1%	nt
20	-2	-5	1.1%	-2
21	0	-12	4.1%	-6
22	4	-2	-0.7%	-5
23	-5	1	3.1%	11
24	-3	20	5.5%	-9

Compound profiles (already shown). Values in the order: TRHR enhancer, D2 agonist, D2 PAM, D1 agonist, D1 antag, D1 potentiator, RXFP1 antag, RXFP1 ag, D2 antag
COc1ccc(CCNC(=O)COC(=O)c2cc(OC)c(OC)cc2OC)cc1OC across the screens: 2, 2.8, -4, 2, 5, -5, 1, 3.1%, 11
Cc1nc2cc(NC(=O)CCS(=O)(=O)c3ccccc3)ccc2s1 across the screens: 3, 0.7, 6, 5, -10, 3, -9, -5.2%, -9

More results:
item	SMILES	TRHR enhancer	D2 agonist	D2 PAM	D1 agonist	D1 antag
25	COc1ccc(S(=O)(=O)Oc2ccccc2C(=S)N2CCOCC2)cc1	11	0.3	-4	1	-5
26	C[C@@]12C(=O)Nc3cc(F)ccc3C(=O)N1[C@H]1c3ccccc3OC[C@@H]1[C@@H]2c1ccccc1	-2	-0.2	-9	10	0
27	Cc1ccc(C(=O)Oc2cccc(NC(=O)c3ccccc3)c2)cc1C	1	0.6	-3	7	-22
28	CCCN1Cc2cccc(C(=O)NCCCOC(C)C)c2C1=O	-2	-2.7	-6	2	-23
29	O=C(O)CCc1ccc(-c2ccc(Cl)cc2)n1NC(=O)c1ccc(O)cc1	-10	-0.3	4	7	1
30	O=C(c1cccc(S(=O)(=O)N2CCc3ccccc3C2)c1)N1CCN(c2ccc(O)cc2)CC1	1	12	-6	1	-3
31	COc1ccc(N2CCN(S(=O)(=O)c3ccc(C4CCCCC4)cc3)CC2)cc1	-3	-0.7	-2	-1	-8
32	Cc1cnc2c(c1SCC(=O)Nc1ccc(F)cc1F)c(=O)n(C)c(=O)n2C	-3	-0.5	6	-1	nt
33	C[C@@H](C(=O)Nc1ccc2ccccc2c1)[C@H]1C[C@]1(C)[C@H](NS(=O)(=O)c1ccccc1)c1ccccc1	-5	0.6	-1	2	-2
34	O=C(CN1CCSc2ccccc21)N1CCN(c2ccccc2)CC1	4	0.9	6	3	7
35	COc1cccc(NC(=O)c2sc3nc(N4CCOCC4)c4c(c3c2N)CC(C)(C)OC4)c1	3	-0.1	-10	-1	-11
36	CC(C)(C)c1ccc(C(=O)NC(=O)CSc2n[nH]c(N)n2)cc1	1	0.3	8	1	18

item	D1 potentiator	RXFP1 antag	RXFP1 ag	D2 antag
25	-6	nt	2.1%	-12
26	-3	nt	-0.5%	-9
27	-11	5	3.4%	-8
28	-3	3	2.1%	17
29	3	13	-0.2%	2
30	-3	-8	0.2%	-3
31	-1	nt	0.8%	nt
32	0	-4	7.4%	nt
33	-1	nt	-0.2%	-12
34	1	-7	-1.5%	nt
35	-3	nt	8.5%	nt
36	-1	-5	-0.5%	-4

Additional records
item	SMILES	TRHR enhancer	D2 agonist	D2 PAM	D1 agonist	D1 antag
37	CCN1CCN(Cc2ccc(NC(=O)c3ccc(C)c(/C=C/c4cnc(Nc5cc(N6CCNCC6)nc(C)n5)cn4)c3)cc2C(F)(F)F)CC1	2	1.3	-8	7	4
38	Cn1c(=O)oc2cc(S(=O)(=O)Nc3ccc(Cl)cc3F)ccc21	0	-0.7	-4	-1	-19
39	Cc1cccc2cc(COC(=O)c3ccccn3)c(=O)[nH]c12	-7	nt	nt	3	-2
40	COc1ccc(-c2n[nH]c(=S)nc2-c2ccc(OC)cc2)cc1	1	nt	-2	5	6
41	Cc1ccc(C(=O)N/C(=C\c2cccnc2)C(=O)N2CCCC2)cc1	-1	0.8	13	1	1
42	CCCCN(C(=O)CCC(=O)Nc1cc(C)on1)C(C(=O)NC1CCCC1)c1ccccc1OCC (configuration not stated)	-1	0.1	3	3	3
43	Cc1cccc(NS(=O)(=O)c2cc3c(cc2C)NC(=O)CO3)c1	1	nt	nt	5	4
44	CCOc1ccc(-c2c(C(=O)N/N=C/c3ccc(Cl)cc3)nnn2-c2nonc2N)cc1	12	-0.2	84*	4	44
45	COc1cc(/C=N/Nc2ccccc2[N+](=O)[O-])ccc1OC(=O)c1ccccc1F	-1	0.0	7	1	5
46	O=c1c2ccccc2[nH]c(=S)n1CCCn1ccnc1	-5	-0.1	5	4	9
47	CCOc1ccc(/C=c2\sc3nc(-c4ccco4)nn3c2=O)cc1OCC	13	nt	nt	3	-7
48	COc1cc(CC(=O)NCc2ccc3c(c2)OCO3)cc(OC)c1OC	-1	-1.0	-3	1	6

item	D1 potentiator	RXFP1 antag	RXFP1 ag	D2 antag
37	-5	-21	6.3%	-12
38	-5	0	2.2%	-9
39	-7	-9	1.5%	nt
40	4	-9	7.6%	nt
41	-7	-13	-0.3%	13
42	-5	13	-0.7%	23
43	-1	15	-0.9%	nt
44	14	?	-2.4%	-10
45	2	-5	-0.7%	-14
46	-1	-4	8.3%	0
47	5	-1	0.8%	nt
48	-4	8	0.1%	11

New compounds follow
item	SMILES	TRHR enhancer	D2 agonist	D2 PAM	D1 agonist	D1 antag
49	COc1ccc(NC(=O)Nc2cc(-c3cn4cccnc4n3)ccc2C)cc1	-2	-0.5	-13	-1	-3
50	CC(=O)Nc1ccc(S(=O)(=O)Nc2ccc3c(c2)n(C)c(=O)n3C)c(C)c1	-1&-1	0.4&0.2	0	1&1	0&-20
51	Cc1ccc(S(=O)(=O)NC2c3cccc4cccc(c34)C2Sc2ncccn2)cc1 (configuration not stated)	0	1.1	-4	2	-9
52	Cc1cccnc1NC(=O)c1cccc(S(=O)(=O)N2CCN(c3ccc(F)cc3)CC2)c1	1	0.6	-5	9	-22
53	CC(=O)c1cccc(NC(=O)CCc2c(C)nc3nc(CN)nn3c2C)c1	-1	0.3	nt	-1	-6
54	CN1CCN(C2=C(Cl)C(=O)N(C3CCCCC3)C2=O)CC1	5	0.5	-12	2	-2
55	CCC(C)(C(=O)NC1CCCC1)N(C(=O)c1ccccn1)c1ccccc1 (configuration not stated)	-3	0.0	-4	3	-7
56	Nc1ccccc1OCCOCCOCCOc1ccccc1N	3	0.2	-12	0	-2
57	Nc1c(Cl)c(Cl)nc(C(=O)N/N=C/c2cccnc2)c1Cl	10	1.0	3	0	-9

item	D1 potentiator	RXFP1 antag	RXFP1 ag	D2 antag
49	-5	nt	0.6%	nt
50	-1&-1	-8&2	0.1%&-2.8%	15
51	0	-10	-0.5%	10
52	0	-2	-1.4%	-3
53	-2	0	-1.0%	nt
54	-2	1	3.1%	6
55	3	-5	1.5%	-14
56	-5	-5	-0.1%	15
57	-1	11	1.3%	-8

High-throughput results: PubChem BioAssay, National Center for Advancing Translational Sciences (NCATS)
